Compound activity: PubChem BioAssay, National Center for Advancing Translational Sciences (NCATS)
POLI inh – inhibitors of human DNA polymerase iota; Q9UNA4; Potency, µM (doses to about 115 µM), without a hit: at the top dose activity, negative = inhibition, usual class: inhibitors; Pol iota fluorescent replication assay, 10 min; AID 588590; 390,000 compounds, 1% hits
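Pol iota at 10 nM preincubated 15 min with compounds at room temperature; reaction started with fluorescent substrate, 50 nM final. Fluorescence read kinetically at 0 and 10 min; buffer-only wells as negative control.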
G9a inh – G9a (human) methyltransferase inhibition. Q96KQ7. G9a H3K9 monomethylation, AlphaScreen, 2 h. Potency, µM (top dose mostly 102 µM), for inactives: at the top dose activity, negative = inhibition, most hits filed as inhibitors. 350,000 compounds, 8.8% hits. AID 504332; further: on the % scale 0 is the no-effect control and ±100 the full control effect; nearly all actives have a fitted effect of over 75% in size
Target sequence (Q96KQ7 913-1193 limits assumed): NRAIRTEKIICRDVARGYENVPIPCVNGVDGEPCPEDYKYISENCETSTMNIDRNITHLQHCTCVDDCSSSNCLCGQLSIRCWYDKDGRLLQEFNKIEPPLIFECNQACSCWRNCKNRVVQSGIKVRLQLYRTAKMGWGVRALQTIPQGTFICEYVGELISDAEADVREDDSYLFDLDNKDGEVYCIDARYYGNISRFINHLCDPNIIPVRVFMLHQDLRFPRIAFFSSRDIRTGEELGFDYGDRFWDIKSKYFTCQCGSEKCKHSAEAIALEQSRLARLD
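Enzyme 20 nM + cpd, 15 min RT; add b-H3K9 pep 500 nM / SAM 20 uM; 2 h RT; anti-H3K9me1 Ab 0.5 ug/mL + SA donor / anti-rabbit acceptor beads 20 ug/mL each, 10 min; AlphaScreen read.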
POLH inh – DNA polymerase eta (human) inhibition. 390,000 compounds, 1.2% hits. AID 588591. recombinant Pol eta, fluorescent DNA replication assay. Potency, µM (top dose mostly 114 µM), without a hit: at the top dose activity change, negative = inhibition, actives largely listed as inhibitors; further: on the % scale 0 is the no-effect control and ±100 the full control effect
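Fluorescent replication assay: 50 nM final substrate added after a 15 min room-temperature compound preincubation with 10 nM enzyme. Signal taken at 0 min and again at 10 min.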
BLM inh – inhibitors of human Bloom syndrome helicase BLM; P54132; recombinant BLM DNA unwinding, fluorescence dequenching; Potency, µM (series often up to 56.1 µM), for inactives: top-dose activity change, negative = inhibition, usual class: inhibitors; 350,000 compounds, 0.2% hits;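 further: plate controls were vehicle for no effect and no enzyme for full effect; nearly all actives have a fitted effect of over 35% in size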
BAZ2B block – blocks human BAZ2B | AlphaScreen BAZ2B-H3K14Ac peptide displacement | Q9UIF8 | 360,000 compounds, 4.4% hits | AID 504333 | Potency, µM (highest dose often 114 µM), for inactives: top-dose activity change, negative = inhibition, usual class: inhibitors; further: on the % scale 0 is the no-effect control and ±100 the full control effect; nearly all actives have a fitted effect of over 60% in size
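BAZ2B 50 nM plus b-H3(5-23)K14Ac 50 nM, PBS pH 7.4/0.01% Tween-20, 30 min RT; compound added (max 110 uM), 30 min RT; streptavidin donor/Ni-chelate acceptor beads 10 ug/mL final, 20 min dark; AlphaScreen read.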
APEX1 inh – inhibitors of human APE1 endonuclease; Potency, µM (top dose mostly 65.8 µM), inactives show top-dose activity change, negative = inhibition, actives largely listed as inhibitors; recombinant APE1, TAMRA/BHQ-2 abasic DNA cleavage fluorescence; AID 2517; P27695; 350,000 compounds, 0.35% hits;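 further: plate controls were vehicle for no effect and reference inhibitor for full effect; nearly all actives have a fitted effect of over 55% in size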
Target sequence (P27695 whole entry, looked up): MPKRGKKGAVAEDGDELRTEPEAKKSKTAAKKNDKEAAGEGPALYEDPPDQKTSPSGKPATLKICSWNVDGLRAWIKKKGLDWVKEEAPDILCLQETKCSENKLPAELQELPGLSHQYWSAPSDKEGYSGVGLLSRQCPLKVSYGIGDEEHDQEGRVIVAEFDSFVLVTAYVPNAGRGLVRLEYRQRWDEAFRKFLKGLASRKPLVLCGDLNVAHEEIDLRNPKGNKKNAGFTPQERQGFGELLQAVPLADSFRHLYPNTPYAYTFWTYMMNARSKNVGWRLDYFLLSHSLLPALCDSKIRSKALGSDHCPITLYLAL
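Enzyme (0.75 nM final) and test compound are incubated 15 min at room temperature before adding 50 nM quenched THF abasic-site duplex. Cleavage dequenches TAMRA, followed at 525/598 nm over three reads one minute apart.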
POLK inh – DNA polymerase kappa (human) inhibition; Q9UBT6; purified Pol kappa, fluorescent DNA synthesis assay, 10 min; Potency, µM (highest dose often 107 µM), for the others: at the top dose activity, negative = inhibition, hits mostly inhibitors; 400,000 compounds, 0.53% hits; AID 588579; further: on the % scale 0 is the no-effect control and ±100 the full control effect
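Readout: fluorescence, taken kinetically at 0 and 10 min. Conditions: 10 nM Pol kappa, 15 min RT compound preincubation, 50 nM substrate final. Controls: enzyme-free buffer wells.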
POLB inh – inhibitors of human DNA polymerase beta; AID 485314; P06746; Potency, µM (highest dose often 114 µM), for the others: at the top dose activity change, negative = inhibition, most hits filed as inhibitors; 340,000 compounds, 1.3% hits; Pol beta primer extension/strand displacement, fluorescence kinetic; further: on the % scale 0 is the no-effect control and ±100 the full control effect
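Enzyme-only controls used 10 nM Pol beta; buffer lacking enzyme served as negative control. Compound preincubated 15 min, then 50 nM substrate added; 0 and 10 min reads at room temperature.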
JMJD2A Tudor – JMJD2A Tudor domain (human) inhibition; 390,000 compounds, 4.4% hits; AlphaScreen JMJD2A-Tudor / H3K4me3 peptide binding; O75164; Potency, µM (highest dose often 114 µM), without a hit: top-dose activity change, negative = inhibition, most hits filed as inhibitors; further: on the % scale 0 is the no-effect control and ±100 the full control effect; nearly all actives have a fitted effect of over 50% in size
* = called active by the depositor; ? = inconclusive; / = no result given; & = joins results of further samples; [ ] = another dose, or the depositor's remark. The call rests on the fitted dose curve; in most records, active means well fitted curve in the direction sought with a large enough effect; inconclusive means small, poorly fitted or top-dose-only effect, or another doubt; inactive means no such curve, though single readings can be large; an effect the other way counts as inactive or inconclusive. Potency means the concentration at half of the fitted maximal effect. Only part of the results is shown; rates above refer to the full screens.

Each structure is followed by: POLI inh, G9a inh, POLH inh, BLM inh, BAZ2B block, APEX1 inh, POLK inh, POLB inh, JMJD2A Tudor
> CCc1ccc(-c2cc(C)no2)cc1S(=O)(=O)N1CCN(c2cccc(Cl)c2)CC1
    14%, 5%[59 µM], 1%, -7%, 1%, /, 1%, 18%, 7%
> NS(=O)(=O)c1ccc(CCNC(=O)c2cnc(Cl)c(Cl)c2)cc1
    21%, -9%, 1%, -1%, 2%, 21%, -4%, 4%, -10%
> CCOC(=O)c1c(S(=O)(=O)N2c3ccccc3CC2C)c(C)n(C)c1C (configuration not stated)
    -11%, -18%, -14%, -2%, -29%, 17%, 2%, 4%, -12%
> O=C(NC1CCCCC1)C(=S)NCCc1ccccc1
    4%, 11µM*, -20%, -1%, -9%, -9%, -19%, 21%, -5%
> Cc1cccc(OCc2nnc(SCC(=O)O)n2-c2ccccc2)c1
    8%, /, 1%, 3%, 9%, -2%, -8%, 3%, -8%
> Cc1cc(Oc2ccc(Cl)cc2)nc(-c2ccccc2O)n1
    16%, 57%[activator][59 µM], -21%, -2%, 65%[activator], 1%, -12%, -10%, 54%[activator]
> Cc1ccc(S(=O)(=O)CCC(=O)OC(C)C(=O)NC2CCCCC2C)cc1 (configuration not stated)
    4%, -23%, -9%, /, 33%[activator], 2%, 0%, /, -3%
> CCN(C(=O)CSc1ncccn1)C1CCS(=O)(=O)C1 (configuration not stated)
    14%, 42%, 1%, -4%, -4%, 26%, -3%, -1%, -9%
> CSC1=NC(C)(C)C=C(/C=C/c2ccc(Cl)cc2)N1
    60%[activator], 28µM*, -22%, -7%, ?, -8%, -5%, -10%, ?
> CCOc1ccccc1OCCOCCOc1c(Cl)cccc1Cl
    6%, 121%[activator][59 µM], -15%, -8%, 167%[activator], 8%, -13%, 26%, 61%[activator]
> CCN(c1ccccc1)c1nnc(NC(=O)Nc2ccc(C)cc2)s1
    30%[activator], -45%[59 µM], -15%, -3%, 1%, /, -3%, ?, 3%
> Cc1cccc(NC(=O)Nc2cccc(Oc3c(F)c(F)c(F)c(F)c3F)c2)c1
    7%, 4%, -9%, -2%, -4%, -9%, -7%[60.1 µM], 1%, -2%
> CC(C)C(=O)Nc1nnc(S(=O)(=O)N2CCc3ccccc32)s1
    -16%&19%, -11%[59 µM], -13%&-17%, -1%&-2%, 4%&-8%, 17%, -8%&-10%, 34%&4%, -12%&-25%
> Cc1cc(=O)n2cc(-c3ccccc3)nc2[nH]1
    0%, 3%[59 µM], -8%, -4%, -4%, -1%, 4%, -26%, 4%
> COc1ccc(-n2ncc3c(NCc4ccc5c(c4)OCO5)ncnc32)cc1
    10%, ?, -14%, 2%, 4%, 8%, -12%, 0%, -17%

Next part, overlapping the part above by two compounds.
Each structure is followed by: POLI inh, G9a inh, POLH inh, BLM inh, BAZ2B block, APEX1 inh, POLK inh, POLB inh, JMJD2A Tudor
> Cc1cc(=O)n2cc(-c3ccccc3)nc2[nH]1
    0%, 3%[59 µM], -8%, -4%, -4%, -1%, 4%, -26%, 4%
> COc1ccc(-n2ncc3c(NCc4ccc5c(c4)OCO5)ncnc32)cc1
    10%, ?, -14%, 2%, 4%, 8%, -12%, 0%, -17%
> CC(=O)c1ccc(N2CCN(CC(=O)Nc3cc(C)on3)CC2)cc1
    -15%, -2%, -4%, 0%, -14%, -3%, -3%, 12%, -8%
> Cc1nn(CC(=O)NCc2ccco2)c(=O)c2nn(-c3ccccc3)c(C)c12
    21%, -6%[59 µM], 9%, 1%, -14%, /, 3%, 33%, -9%
> CCCCCNC1=CC(=O)CC(c2ccccc2)C1 (configuration not stated)
    ?, -47%[0.0925 µM], 2%, -1%, 6%, 3%, 0%, 7%, -24%
> Cc1ccc2c(c1)C(=O)N1[C@H]3c4ccccc4OC[C@@H]3[C@H](c3ccccc3)[C@]1(C)C(=O)N2
    30%, /, -20%, /, /, -7%, -9%, /, -35%
> COC(=O)c1ccc(Nc2ccc3nonc3c2[N+](=O)[O-])cc1
    92%[activator], /, -5%, -7%, 3%, 1%, -12%, 28%, -17%
> CCOC(=O)c1ccc(NC(=O)CCc2c(C)nc3ncnn3c2C)cc1
    26%, -4%[59 µM], -11%, -1%, -1%, 4%, 1%, -20%, -12%
> CCCc1nnc(NC(=O)CN2C(=O)C3C4C=CC(C4)C3C2=O)s1 (configuration not stated)
    11%, 12%, -7%, 3%, -5%, -9%, -2%, 33%, -15%
> CCOc1ccccc1N1CCN(C(=O)NC(C)c2ccc(F)c(F)c2)CC1 (configuration not stated)
    39%[activator], -9%, -16%, 1%, 9%, 11%, 3%, -3%, -1%
> CCOc1ccc(OCC)c(NC(=O)CSCCc2ccccn2)c1
    10%, -39%, -21%, -2%, -6%, 8%, 3%, -2%, -8%
> CCN(Cc1ccccc1)S(=O)(=O)c1ccc(OC)cc1
    41%[activator], 85%[activator], -13%, -2%, 87%[activator], 5%, -6%, 10%, 103%[activator]
> CNC(=O)c1cc2c(s1)CCCCCC2
    1%, ?, -16%, 3%, -3%, 4%, -9%, ?, -3%
> C/C(=N\NC(=O)CCc1c[nH]c2ccccc12)c1ccc([N+](=O)[O-])cc1
    11%, -22%[59 µM], -4%, 0%, -27%, -6%, -4%, -7%, -17%
> Cc1cc(C)c(OCC(=O)N(Cc2ccc(N(C)C)cc2)C2CCS(=O)(=O)C2)c(C)c1 (configuration not stated)
    -4%, /, -2%, -4%, ?, 9%, -24%, 28%, ?
> C=CCn1c(=O)c2c(nc(Br)n2Cc2ccccc2Cl)n(C)c1=O
    3%, -3%[59 µM], -7%, -2%, -3%[57.1 µM], 14%, -3%, 22%, -7%[11.4 µM]
> COc1cc(OC)c2c(c1)OC(=O)CC2c1cc(OC)c(OC)c(OC)c1 (configuration not stated)
    20%, 29%, -7%, -4%[75.6 µM], /, 36%&0%, 14%, /, -10%

Entries above shown as hits in G9a inh:
Each structure is followed by: POLI inh, G9a inh, POLH inh, BLM inh, BAZ2B block, APEX1 inh, POLK inh, POLB inh, JMJD2A Tudor
> O=C(NC1CCCCC1)C(=S)NCCc1ccccc1
    4%, 11µM*, -20%, -1%, -9%, -9%, -19%, 21%, -5%
> CSC1=NC(C)(C)C=C(/C=C/c2ccc(Cl)cc2)N1
    60%[activator], 28µM*, -22%, -7%, ?, -8%, -5%, -10%, ?

Continued:
Each structure is followed by: POLI inh, G9a inh, POLH inh, BLM inh, BAZ2B block, APEX1 inh, POLK inh, POLB inh, JMJD2A Tudor
> O=C(CN(CC1CCCO1)S(=O)(=O)c1ccc(S(=O)(=O)NC2CC2)cc1)Nc1ccccc1 (configuration not stated)
    15%, 12%[59 µM], -15%, -3%, -7%, -1%, -6%, 1%, -13%
> CN(C)CCCNC1=CC(=O)CC(c2ccccc2)C1 (configuration not stated)
    -2%, -37%, -8%, -10%, 1%, 5%, 6%, 25%, -17%
> CN(C(=O)CSc1nnc(-c2ccccc2)c(-c2ccccc2)n1)C1CCS(=O)(=O)C1 (configuration not stated)
    17%, 8%[59 µM], -14%, 4%, -11%, 18%, -17%, 35%, -27%
> Cc1ccc(C(=O)NC(=S)Nc2ccc(S(=O)(=O)N3CCN(C)CC3)cc2)cc1
    20%, ?, -8%, -6%, -9%[57.1 µM], 12%, -4%, 8%, ?
> O=C(NC1CCCN(CCc2ccccc2)C1)c1c[nH]c2ccccc12 (configuration not stated)
    -12%, /, -15%, 0%, -12%, 0%, -6%, 6%, -15%
> O=C1CN(c2ccc(Br)cc2)C(=O)N1CC(=O)N1CCCc2ccccc21
    -9%, -1%[12.7 µM], -4%, -9%, -1%, -11%, -6%, -6%, -19%
> CC1Cc2cc(/C(O)=C3/C(=O)C(=O)N(CCN4CCOCC4)C3c3cccc(Cl)c3)ccc2O1 (configuration not stated)
    0%, 0%[12.7 µM], -12%, 2%, -30%, -4%, -12%, ?, -24%
> O=C(Nc1cccnc1)Nc1cccc(F)c1
    -16%, 5%, -7%, -1%, -13%, 15%, 10%, 8%, -1%
> O=C(NCC(c1ccco1)N1CCc2ccccc2C1)c1ccccc1 (configuration not stated)
    14%, 7%, -21%, /, 0%, 12%, -6%, /, -17%
> CCC(C(=O)NC1CCCC1)n1nc(C)n2c(cc3occc32)c1=O (configuration not stated)
    55%[activator], 25%, -14%, 0%, -11%, 21%, 0%, 20%, -4%
> CCCN(CC(=O)Nc1ccccc1C)C(=O)C1CC(=O)N(c2ccccc2C(C)CC)C1 (configuration not stated)
    21%, 11%[12.7 µM], 1%, /, 2%, -3%, -1%, /, -15%
> CCN(CC)S(=O)(=O)c1cccc(NC2=NCC(C)S2)c1 (configuration not stated)
    54%[activator], 5%, -7%, 1%, /, 9%, 9%, 13%, -4%
> O=C(Nc1ccccc1Oc1ccccc1)C1=COCCO1
    -3%, -46%, 2%, -2%, 1%, 4%, 4%, -30%, -5%
> O=C(C(c1ccccc1)c1ccccc1)N1CCCc2ccccc21
    1%, 2%[59 µM], -11%, -7%, 23%, -2%, -9%, -3%, 34%
> Fc1ccc(C2=Nn3c(nnc3-c3ccco3)SC2)cc1
    66%[activator], /, -14%, -10%, -4%, -4%, 0%, -25%, 3%

Reprinted at random: four entries already listed.
Each structure is followed by: POLI inh, G9a inh, POLH inh, BLM inh, BAZ2B block, APEX1 inh, POLK inh, POLB inh, JMJD2A Tudor
> O=C(NCC(c1ccco1)N1CCc2ccccc2C1)c1ccccc1 (configuration not stated)
    14%, 7%, -21%, /, 0%, 12%, -6%, /, -17%
> O=C(NC1CCCN(CCc2ccccc2)C1)c1c[nH]c2ccccc12 (configuration not stated)
    -12%, /, -15%, 0%, -12%, 0%, -6%, 6%, -15%
> O=C(Nc1cccnc1)Nc1cccc(F)c1
    -16%, 5%, -7%, -1%, -13%, 15%, 10%, 8%, -1%
> CCCN(CC(=O)Nc1ccccc1C)C(=O)C1CC(=O)N(c2ccccc2C(C)CC)C1 (configuration not stated)
    21%, 11%[12.7 µM], 1%, /, 2%, -3%, -1%, /, -15%
